ELG1 repair inh – ELG1-dependent DNA repair inhibition; HEK293T ELG1-luciferase reporter, luminescence, 16 h; DNA damage induced by 5-fluorouridine; Potency, µM (titrated, usually from 46.1 µM), without a hit: at the top dose activity change, negative = inhibition, usual class: inhibitors; 330,000 compounds, 2.3% hits; AID 504467; note: potency is the fitted concentration of half-maximal effect; % is set by controls: 0 for no effect and ±100 for the full control effect; nearly all actives have a fitted effect of over 55% in size
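Overnight (16 hr) co-exposure of 2,000 cells/well to 5-fluorouridine and compound at 37 °C preceded detection. Luciferase was quantified via ONE-Glo luminescence; loss of signal denotes inhibition.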
S-ASM inh – blocks human secretory acid sphingomyelinase. AID 504937. 340,000 compounds, 0.006% hits. Potency, µM (doses to about 57.5 µM), without a hit: at the top dose activity change, negative = inhibition, actives largely listed as inhibitors. placental ASM, HMU-PC fluorogenic substrate, 60 min; note: potency is the fitted concentration of half-maximal effect
Target sequence (P17405 47-631 limits assumed): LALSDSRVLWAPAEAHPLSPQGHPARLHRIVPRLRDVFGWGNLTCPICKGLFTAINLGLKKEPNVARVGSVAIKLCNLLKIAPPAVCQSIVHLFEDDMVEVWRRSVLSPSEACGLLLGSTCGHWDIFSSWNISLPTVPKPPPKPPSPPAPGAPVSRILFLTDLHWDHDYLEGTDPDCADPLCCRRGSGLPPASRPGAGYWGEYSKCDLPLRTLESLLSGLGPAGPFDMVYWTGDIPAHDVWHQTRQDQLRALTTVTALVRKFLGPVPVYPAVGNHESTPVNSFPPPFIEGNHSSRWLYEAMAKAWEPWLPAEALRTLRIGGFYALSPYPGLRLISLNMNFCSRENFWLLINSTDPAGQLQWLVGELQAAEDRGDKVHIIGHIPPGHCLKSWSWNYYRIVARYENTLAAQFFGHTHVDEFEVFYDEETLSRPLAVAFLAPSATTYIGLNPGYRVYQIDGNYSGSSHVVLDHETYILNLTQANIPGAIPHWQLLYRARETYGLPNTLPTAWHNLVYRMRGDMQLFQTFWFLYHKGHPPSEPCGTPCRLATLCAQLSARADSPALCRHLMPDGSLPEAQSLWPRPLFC
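Human placenta-derived ASM enzyme was preincubated with compound for 10 minutes at room temperature, then given fluorogenic substrate HMU-PC0 (9 uM final) for 60 minutes at 37 °C; a pH 10 stop preceded fluorescence reading at Ex 386/Em 447 nm.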
Tb PFK block – inhibitors of T. brucei phosphofructokinase. 330,000 compounds, 0.17% hits. Potency, µM (highest dose often 57.5 µM), for the others: at the highest dose activity, negative = inhibition, usual class: inhibitors. T. brucei PFK, ADP-Glo luminescence. AID 485367. O15648;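 note: potency is the fitted concentration of half-maximal effect; 0% = uninhibited 1x PFK enzyme wells and -100% = no-enzyme wells; nearly all actives have a fitted effect of over 60% in size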
Target sequence (O15648 whole entry, looked up): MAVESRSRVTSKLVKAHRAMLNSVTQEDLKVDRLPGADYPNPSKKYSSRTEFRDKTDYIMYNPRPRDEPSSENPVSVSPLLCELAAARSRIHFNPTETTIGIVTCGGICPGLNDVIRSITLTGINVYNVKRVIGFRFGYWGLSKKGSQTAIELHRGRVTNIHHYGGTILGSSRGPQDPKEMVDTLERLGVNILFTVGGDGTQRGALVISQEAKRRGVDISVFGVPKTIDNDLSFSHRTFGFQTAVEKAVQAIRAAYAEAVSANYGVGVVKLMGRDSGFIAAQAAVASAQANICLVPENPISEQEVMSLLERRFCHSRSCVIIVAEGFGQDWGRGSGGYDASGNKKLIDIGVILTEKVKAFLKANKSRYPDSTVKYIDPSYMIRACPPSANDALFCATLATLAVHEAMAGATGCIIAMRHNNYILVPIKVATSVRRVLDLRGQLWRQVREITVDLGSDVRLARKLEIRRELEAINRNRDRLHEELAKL
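PFK 1.25 nM, F6P 0.5 mM, ATP 0.1 mM, 0.1 M TEA pH 8.0, 5 mM MgCl2, 0.01% Tween20, 0.1% BSA; 45 min RT. ADP-Glo readout. qHTS titration up to 57 uM; curves fitted, compounds curve-classed.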
Mito fusion act – blocks mitochondrial division or promotes mitochondrial fusion; S. cerevisiae fusion-defective mutant growth rescue, CellTiterGlo 48 h; Potency, µM (top dose mostly 46.1 µM), inactives show top-dose growth rescue (activation), hits mostly activators; 320,000 compounds, 0.23% hits; AID 485298;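 note: potency is the fitted concentration of half-maximal effect; % of control where 0% means no effect; nearly all actives have a fitted effect of over 45% in size; temperature-sensitive fusion mutants such as fzo1-1 at 37 °C on non-fermentable ethanol glycerol medium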
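Growth-rescue viability read-out: after 48 h at the non-permissive 37C in glycerol/ethanol YPEG, yeast mitochondrial fusion mutants are measured by CellTiterGlo luminescence; compounds (23 nl pinned per well) restoring growth score as division inhibitors or fusion activators.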
TSG101-PTAP inh – blocks PTAP/TSG101 interaction to inhibit HIV-1 budding; 340,000 tested, under 10 active; AID 493005; Potency, µM (highest dose often 115 µM), for inactives: at the top dose activity change, negative = inhibition, usual class: inhibitors; Fluorescence polarization, FITC-PTAP peptide / Tsg101 binding; active = well fitted inhibition curve with a large enough effect in the main read-out, with a control signal flat, not every such curve was filed as active; inconclusive = small, poorly fitted or top-dose-only effect, or effect the other way, or a change in a side signal; inactive = no such curve, though single readings can be large or run the other way; note: potency is the fitted concentration of half-maximal effect; % of control where 0% means no effect
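Tsg101 binding domain (10 uM final) was mixed with compound and a FITC-labeled PTAP peptide (50 nM final) in HEPES pH 7.5 buffer with NaCl, Tween 20, EDTA and TCEP; fluorescence polarization was read after 20 min at r.t.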
Eya2 inh – blocks the phosphatase activity of human Eya2 | Potency, µM (titrated, usually from 76.9 µM), inactives show at the highest dose activity, negative = inhibition, most hits filed as inhibitors | 330,000 compounds, 0.006% hits | recombinant Eya2, OMFP fluorescence dephosphorylation (OMFP is methylfluorescein phosphate) | AID 488837; note: potency is the fitted concentration of half-maximal effect; % is set by controls: 0 for no effect and ±100 for the full control effect
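Eya2 protein (added as 0.2 uM solution) was preincubated with compound for 10 min at ambient temperature in 50 mM HEPES pH 7.5, 50 mM NaCl, 5 uM MgCl2, 0.05% BSA, 1 mM DTT. OMFP (added at 50 uM) then reacted 10 min; fluorescence read at 485/525 nm.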
TSHR antag – human thyrotropin receptor antagonism; 330,000 compounds, 0.2% hits; P16473; activity change, negative = inhibition, % at 11.5 µM; TSHR-expressing cells, TSH-stimulated cAMP HTRF, 2 h; hits give low values; AID 504810;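 active = activity change below a set negative limit, meaning inhibition stronger than a set level, cut at about -70% in these data; inconclusive = activity change between two set negative limits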; note: % is set by controls: 0 for no effect and ±100 for the full control effect
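Cell-based HTRF cAMP assay; TSHR cells + compound, TSH EC80 (4nM final), 2 h, 37 deg C. Lysis with anti-cAMP cryptate and cAMP-d2, 30 min RT, read 665/620 nm.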
a7 integrin act – activators of alpha7 integrin expression for muscular dystrophy; alpha7betagal myoblasts, beta-gal FDG fluorescence, 48 h; Potency, µM (doses to about 38.3 µM), for the others: at the top dose activation, usual class: activators; 350,000 compounds, 0.064% hits;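 note: potency is the fitted concentration of half-maximal effect; 100% = response of the positive control SU9516; nearly all actives have a fitted effect of over 60% in size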
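alpha7betagal+/- myoblasts (passage 13, 250/well) treated 48 h at 37C with compounds at 1:260 dilution of DMSO stock. Lysed, then beta-galactosidase activity read as FDG fluorescence (ex 480/em 540) after 30 min, with pre-read for autofluorescence.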
A-T KAP1 phos – potential ataxia-telangiectasia treatment; Potency, µM (titrated, usually from 57.5 µM), inactives show top-dose activation, hits mostly activators; […] A-T fibroblasts, KAP-1 phosphorylation AlphaLISA; neocarzinostatin DNA damage 30 min before lysis; AID 485349; 320,000 compounds, 0.19% hits; note: potency is the fitted concentration of half-maximal effect; % of control where 0% means no effect; nearly all actives have a fitted effect of over 45% in size
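ATM-like activity read as KAP-1 phosphorylation via AlphaLISA donor/acceptor antibody pairs after lysis and 6 hr at 25C. Cells were ATM-null patient fibroblasts ([…], hTERT), dosed 60 min, then exposed to the DSB inducer NCS for 30 min.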
TCR act – activators of T cell receptors; Potency, µM (series often up to 9.22 µM), without a hit: at the top dose activation of IL-2 secretion, most hits filed as activators; 330,000 tested, under 10 active; primary human leukocytes, anti-CD3, IL-2 HTRF, 48 h; note: % of control where 0% means no effect
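IL-2 release read by HTRF sandwich (Eu cryptate donor, d2 acceptor, 665 nm emission) after 48 hr exposure of primary human leukocytes to compound together with anti-CD3 beads in the absence of co-stimulatory signals.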
BCR signal inh – chronic active BCR signaling inhibition | Potency, µM (titrated, usually from 46.1 µM), for the others: top-dose ratio change, negative = lower green/red ratio, hits mostly inhibitors | AID 493014 | 340,000 compounds, 0.05% hits | ABC-DLBCL IkBa-CBG/CBR reporter, luminescence ratio, 4 h; active = well fitted inhibition curve with a large enough effect in the signal ratio, with a control signal flat, not every such curve was filed as active; inconclusive = small, poorly fitted or top-dose-only effect, or effect the other way, or a change in a side signal; the % refers to the signal ratio;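 note: potency is the fitted concentration of half-maximal effect; plate controls were basal doxycycline-induced cells for no effect and cells given 10 µM MG132 for full effect; MG132 reads +100%, hits lower the ratio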
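Compounds up to 46 uM were incubated four hours with TMD8 cells whose green CBG68 luciferase is fused to IkappaBalpha; red CBR luminescence normalised the signal, and concentration-effect curves were fitted to fusion, red and ratio data.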
An asterisk follows results filed as active; [ ] = another dose, or the depositor's remark. Unless noted, calls come from the whole dose curve; as a rule, active = well fitted curve in the direction sought with a large enough effect; inconclusive = small, poorly fitted or top-dose-only effect, or another doubt; inactive = no such curve, though single readings can be large; an effect the other way counts as inactive or inconclusive.

How did O=C(Cn1ccc2cc(S(=O)(=O)N3CCCC3)ccc21)NCc1ccccc1 do in these assays?
ELG1 repair inh: 15%; S-ASM inh: 0%; Tb PFK block: -7%; Mito fusion act: -5%; TSG101-PTAP inh: 0%; Eya2 inh: 13%; TSHR antag: -2; a7 integrin act: -30%; A-T KAP1 phos: -2%; TCR act: -1%; BCR signal inh: 6%

What do the screens show for `CCCn1cc(S(=O)(=O)c2ccccc2)c(=O)c2cc(CC)ccc21`?
ELG1 repair inh: 16%; S-ASM inh: 0%; Tb PFK block: 1%; Mito fusion act: 20%; TSG101-PTAP inh: -1%; Eya2 inh: 7%; TSHR antag: 0; a7 integrin act: 34%; A-T KAP1 phos: -2%; TCR act: 7%; BCR signal inh: 3%

How did O=C(NCc1cccc(F)c1)c1cccc(OC2CCN(C(=O)C3CC3)CC2)c1 do in these assays?
ELG1 repair inh: inconclusive; S-ASM inh: 0%; Tb PFK block: -7%; Mito fusion act: 3%; Eya2 inh: -9%; TSHR antag: -22; a7 integrin act: -24%; A-T KAP1 phos: 2%; TCR act: -5%; BCR signal inh: -5%

Results for CN(C)NC(=O)c1ccc([N+](=O)[O-])s1 ?
ELG1 repair inh: inconclusive; S-ASM inh: -1%; Tb PFK block: 0%; Mito fusion act: -4%; TSG101-PTAP inh: -3%; Eya2 inh: 10%; TSHR antag: 5; a7 integrin act: -7%; A-T KAP1 phos: 10%; TCR act: -4%; BCR signal inh: -2%

Results for S=c1sc2ccccc2n1CCc1ccncc1 ?
ELG1 repair inh: inconclusive; S-ASM inh: 4%; Tb PFK block: 0%; Mito fusion act: 19%; TSG101-PTAP inh: -3%; Eya2 inh: 15%; TSHR antag: -12; a7 integrin act: -3%; A-T KAP1 phos: 12%; TCR act: 4%; BCR signal inh: -5%

Results for COC(=O)c1sc(NC(=O)c2ccc(C)o2)nc1C ?
ELG1 repair inh: inconclusive; S-ASM inh: 2%; Tb PFK block: -9%; Mito fusion act: -1%; TSG101-PTAP inh: -9%; Eya2 inh: -5%; TSHR antag: 1; a7 integrin act: 29%; A-T KAP1 phos: 12%; TCR act: 1%[46.1 µM]; BCR signal inh: inconclusive

How did Cc1ccc(NC(=O)C2CCC(=O)N2)cc1C (centres undefined) do in these assays?
ELG1 repair inh: 7%; S-ASM inh: 5%; Tb PFK block: 2%; Mito fusion act: -2%; TSG101-PTAP inh: -4%; Eya2 inh: 6%; TSHR antag: 8; a7 integrin act: -20%; A-T KAP1 phos: 0%; TCR act: 0%[46.1 µM]; BCR signal inh: 3%

What do the screens show for `CC1(C)CC(=O)C2=C(C1)Nc1cc3c(cc1C2c1ccc2c(c1)OCO2)OCO3` (centres undefined)?
ELG1 repair inh: 11%; Tb PFK block: -2%; Mito fusion act: 3%; TSG101-PTAP inh: 1%; Eya2 inh: -11%; TSHR antag: 5; a7 integrin act: -4%; A-T KAP1 phos: 13%; TCR act: 2%; BCR signal inh: -5%

How did CCn1c2ccccc2c2cc(C3C(C#N)=C(C)NC(C)=C3C#N)ccc21 do in these assays?
ELG1 repair inh: 2%; S-ASM inh: 110%[activator]; Tb PFK block: 4%; Mito fusion act: 1%; TSG101-PTAP inh: -4%; Eya2 inh: 43%; TSHR antag: 33; a7 integrin act: -12%; A-T KAP1 phos: 14%; TCR act: -7%; BCR signal inh: 0%

Results for COc1ccc(/C=N/NC(=O)CN(C)C(=O)OCc2ccccc2)cc1OC ?
ELG1 repair inh: -3%; S-ASM inh: -1%; Tb PFK block: -2%; Mito fusion act: 0%; TSG101-PTAP inh: 0%; Eya2 inh: 0%; TSHR antag: 6; a7 integrin act: 3%; A-T KAP1 phos: 9%; TCR act: 5%; BCR signal inh: inconclusive

Results for Nc1c(Cl)cc(S(N)(=O)=O)cc1S(N)(=O)=O ?
ELG1 repair inh: -3%; S-ASM inh: 2%; Tb PFK block: -10%; Mito fusion act: 1%; TSG101-PTAP inh: -7%; Eya2 inh: 18%; TSHR antag: 8; a7 integrin act: -17%; A-T KAP1 phos: -5%; TCR act: 10%; BCR signal inh: -5%

Results for Cc1nc(CC(=O)NNS(=O)(=O)c2ccc(F)c(Cl)c2)cs1 ?
ELG1 repair inh: -15%; S-ASM inh: 2%; Tb PFK block: -6%; Mito fusion act: 0%; TSG101-PTAP inh: -10%; Eya2 inh: 6%; TSHR antag: 4; a7 integrin act: 16%; A-T KAP1 phos: -6%; TCR act: 0%[46.1 µM]; BCR signal inh: 1%

How did Clc1cccc(-c2nn3c(COc4ccccc4)nnc3s2)c1 do in these assays?
ELG1 repair inh: 11%; Tb PFK block: -1%; Mito fusion act: -3%; Eya2 inh: 0%; TSHR antag: 3; A-T KAP1 phos: 1%; BCR signal inh: 0%

How did CCN(CC)S(=O)(=O)c1ccc(C)c(NC(=O)Cc2ccc(S(=O)(=O)N3CCOCC3)s2)c1 do in these assays?
ELG1 repair inh: -7%; Tb PFK block: 1%; Mito fusion act: 2%; TSG101-PTAP inh: 1%; Eya2 inh: 4%; TSHR antag: 2; a7 integrin act: -15%; A-T KAP1 phos: 2%; TCR act: -3%; BCR signal inh: 0%

What do the screens show for `O=C(CSCc1ccc(Cl)cc1)N/N=C/c1ccco1`?
ELG1 repair inh: -1%; S-ASM inh: 4%; Tb PFK block: -4%; Mito fusion act: -3%; TSG101-PTAP inh: -1%; Eya2 inh: 7%; TSHR antag: 8; a7 integrin act: 37%; A-T KAP1 phos: -3%; TCR act: -2%; BCR signal inh: 0%

What do the screens show for `CCOC(=O)C1(Cc2ccc(Cl)cc2)CCN(C(=O)CCc2cnccn2)CC1`?
ELG1 repair inh: -6%; S-ASM inh: 1%; Tb PFK block: 0%; Mito fusion act: -5%; TSG101-PTAP inh: -9%; Eya2 inh: -25%; TSHR antag: -5; a7 integrin act: -18%; A-T KAP1 phos: 0%; TCR act: -2%; BCR signal inh: -4%

What do the screens show for `CCOc1nc(-c2ccccc2)ccc1-c1noc(COC)n1`?
ELG1 repair inh: inconclusive; S-ASM inh: 0%; Tb PFK block: 0%; Mito fusion act: 7%; TSG101-PTAP inh: -4%; Eya2 inh: -6%; TSHR antag: -6; a7 integrin act: -22%; A-T KAP1 phos: 18%; TCR act: -4%[46.1 µM]; BCR signal inh: inconclusive

What do the screens show for `O=C1CCCN1c1ccc(S(=O)(=O)Oc2ccc(Cl)cc2)cc1[N+](=O)[O-]`?
ELG1 repair inh: -11%; S-ASM inh: -3%; Tb PFK block: 4%; Mito fusion act: 4%; TSG101-PTAP inh: -2%; Eya2 inh: -12%; TSHR antag: inconclusive; a7 integrin act: -30%; A-T KAP1 phos: 13%; TCR act: 0%; BCR signal inh: inconclusive

Results for O=C(NCc1cccnc1)c1cccc(Cl)c1 ?
ELG1 repair inh: 1%; S-ASM inh: 1%; Tb PFK block: 1%; Mito fusion act: 2%; TSG101-PTAP inh: -5%; Eya2 inh: -2%; TSHR antag: 0; a7 integrin act: 16%; A-T KAP1 phos: 0%; TCR act: 8%; BCR signal inh: inconclusive

How did O=S1(=O)N=C(N2CCN(c3ccc(F)cc3)CC2)c2ccccc21 do in these assays?
ELG1 repair inh: inconclusive; S-ASM inh: 4%; Tb PFK block: 2%; Mito fusion act: -2%; TSG101-PTAP inh: -3%; Eya2 inh: -10%; TSHR antag: 4; a7 integrin act: 18%; A-T KAP1 phos: 5%; TCR act: -4%; BCR signal inh: 12%

How did CSc1ccc(CN2CCC(n3nccc3NC(=O)c3ccccc3C)CC2)cc1 do in these assays?
ELG1 repair inh: -4%; S-ASM inh: -1%; Tb PFK block: -1%; Mito fusion act: -11%; TSG101-PTAP inh: 0%; Eya2 inh: 4%; TSHR antag: -8; a7 integrin act: 0%; A-T KAP1 phos: 3%; TCR act: -4%; BCR signal inh: 8%

Assay outcomes deposited in PubChem by National Center for Advancing Translational Sciences (NCATS).
